Source: PubChem BioAssay (National Center for Advancing Translational Sciences (NCATS))
AmpC detergent = inhibitors of E. coli AmpC beta-lactamase with detergent; P00811; AmpC hydrolysis of nitrocefin, absorbance 480 nm, 0.01% Triton; Potency, µM (titrated, usually from 114 µM), for inactives: top-dose activity change, negative = inhibition, actives largely listed as inhibitors; 370,000 tested, 0.041% active; AID 485294; active means well fitted inhibition curve with a large enough effect; inconclusive means small, poorly fitted or top-dose-only effect;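 further: potency means the concentration at half of the fitted maximal effect; 0% = no-compound wells and -100% = no-enzyme wells; nearly all actives have a fitted effect of over 25% in size; some results filed as inactive show a strong effect at the top dose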
Target sequence (P00811 whole entry, looked up): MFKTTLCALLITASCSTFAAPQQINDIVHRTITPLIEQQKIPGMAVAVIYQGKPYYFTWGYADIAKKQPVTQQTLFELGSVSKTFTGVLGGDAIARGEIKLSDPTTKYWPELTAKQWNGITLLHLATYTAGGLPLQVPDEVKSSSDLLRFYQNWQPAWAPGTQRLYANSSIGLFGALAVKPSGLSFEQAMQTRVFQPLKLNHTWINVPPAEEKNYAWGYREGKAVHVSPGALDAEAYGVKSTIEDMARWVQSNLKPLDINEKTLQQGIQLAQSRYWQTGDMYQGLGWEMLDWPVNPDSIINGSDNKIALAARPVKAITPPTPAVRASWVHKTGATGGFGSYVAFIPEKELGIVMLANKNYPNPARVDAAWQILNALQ
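20 mM phosphate pH 7.0 + 0.01% (detergent screen) or 0.0001% Triton X-100; 5.3 nM AmpC reagent; cpd preinc 15 min RT; nitrocefin (800 uM stock) to start; A480 q20 s × 4 min; Activity was normalised to no-enzyme and no-compound control wells.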
HCMV antiviral = inhibitors of human cytomegalovirus; HFF cells, HCMV-luciferase reporter, 72 h; stronger effect = lower value; 410,000 tested, 4.5% active; activity change, negative = inhibition, % at 57.5 µM; in the data active means activity change below about -60%; inconclusive means no clear call, values can overlap the other calls; inactive means above about -39%
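Steps: HFFs plated, 16 h 37C; compounds added; HCMV-luciferase added to MOI 1 PFU/cell; 72 h 37C; OneGlo reagent, 5 min room temperature; luminescence read, normalized to controls.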
* marks the source's active call; other numbers are inactive results; u = inconclusive. Unless noted, on the % scale 0 is the no-effect control and ±100 the full control effect. This is a subset; the hit share may differ from the screen's.

Each structure is followed by: AmpC detergent	HCMV antiviral
Cc1cccc(N2C(=O)CS(=O)(=O)C23C(=O)N(Cc2c(F)cccc2Cl)c2ccccc23)c1 (stereo not given)
→ 24%	-25
COc1ccc(Cn2c(SCc3ccc(C(=O)NCc4cccs4)cc3)nc3cccnc32)cc1
→ 5%	-4
Cc1csc2nc(COC(=O)c3ccccc3NC(=O)c3ccc(C(C)(C)C)cc3)cc(=O)n12
→ 2%	u
CCOc1ccc(-c2cc(NC(=O)c3c(F)cccc3F)c(C(=O)OC)s2)cc1
→ 20%	-1
Cc1ccsc1CN(C(=O)c1ccc(Br)cc1)C1CCS(=O)(=O)C1 (stereo not given)
→ 17%	-7
CCOC(=O)c1cnc(NCc2ccc(OC)cc2OC)c2ccccc12
→ 3%	2
Cc1oc2ccc(O)c(CN3CCN(C)CC3)c2c1C(=O)Nc1cccc(Cl)c1C
→ 4%	1
CCOc1cc(C#N)c(-n2nnc3c(sc4nc(C)cc(C)c43)c2=O)cc1OCC
→ 3%	2
COc1cccc(CNC(=O)c2cc(-c3ccc(Cl)cc3)n[nH]2)c1
→ -5%	-14
CCCCN(CC)CCCNC(=O)c1nn(-c2ccc(OC)cc2)c(=O)c2c1c1ccccc1n2C
→ -3%	6
CCOC(=O)c1ccc(NC(=O)Cn2cc(S(=O)(=O)Cc3ccccc3F)c3ccccc32)cc1
→ -6%	0
CCc1nnc2c(Nc3cc(OC)c(Cl)cc3OC)nc3ccccc3n12
→ 11%	47
COc1ccc(CNC(=O)c2sc3nc4n(c(=O)c3c2C)CCCCC4)cc1
→ 0%	16
Cc1cc(=O)[nH]c2nnc(SCc3ccc(F)cc3)n12
→ -3%	14
Cc1cc(C)cc(NC(=O)CSc2nc(=O)n(Cc3ccccn3)c3c2CCC3)c1
→ 0%	5
CC(=O)N1CCc2c(sc3c2c(=O)n(Cc2ccccc2)c(=O)n3Cc2ccc(C)cc2)C1
→ -3%	2
CC(C)c1ccc(NC(=O)CSC2=Nc3ccccc3C3=NC(CC(=O)NCc4cccs4)C(=O)N23)cc1 (stereo not given)
→ -5%	-24
O=c1cc(-c2ccccc2)c2ccc3c(c2o1)CN(Cc1cccc(Cl)c1)CO3
→ 14%	-13
Cc1cccc(NCc2nc3ccccc3n2CCOc2ccccc2C)c1
→ 12%	-34
Cc1ccc2nc(COc3ccccc3NC(=O)Nc3ccc(F)c(Cl)c3)cc(=O)n2c1
→ 2%	10
Cc1ccccc1CN1C(=O)c2ccccc2S(=O)c2ccc(C(=O)NCc3ccccc3)cc21 (stereo not given)
→ 10%	u
COc1cccc(-c2cc(C(=O)NCCc3ccc(C)cc3)[nH]n2)c1
→ -6%	-4
CC(C)(C)c1ccc(S(=O)(=O)c2cn(CC(=O)Nc3ccccc3)c3ccccc3c2=O)cc1
→ 7%	29
CCC(C)NC(=O)c1ccc2nc(CCc3ccccc3)oc2c1 (stereo not given)
→ -1%	22
Cc1oc2ccc(O)c(CN3CCCC(C)C3)c2c1C(=O)Nc1ccccc1 (stereo not given)
→ 22%	u
COc1ccccc1CNC(=O)CCCn1c(=O)c2ccccc2n(CC(=O)Nc2c(C)cc(C)cc2C)c1=O
→ 8%	3
O=C(Cn1c(=O)c2cccn2c2ccccc21)NCc1ccccc1F
→ 12%	-13
CS(=O)(=O)N1CCc2cc(C(=O)NCc3ccccc3)ccc21
→ 23%	-17
CCCC(=O)Nc1nnc(S(=O)(=O)N(C)c2ccccc2)s1
→ 17%	-19
CCOC(=O)c1c(NC(=O)COc2ccc(Cl)cc2Cl)sc2c1CCCCC2
→ 14%	-4
COc1ccc(-c2noc(-c3nnn(-c4cc(C)ccc4C)c3N)n2)cc1
→ 13%	-24
c1ccc(CSc2nc3ncccc3[nH]2)cc1
→ -1%	42
CC(C)NC(=O)C1CCC(Cn2c(=O)c3sccc3n(CC(=O)Nc3ccccc3)c2=O)CC1 (stereo not given)
→ 10%	-5
Cc1ccc(Nc2nc(C)cc(C)n2)c(C(=O)O)c1
→ 8%	15
CCn1c(=O)sc2cc(NS(=O)(=O)c3ccc(F)c(C)c3)ccc21
→ 12%	3
Cc1ccc(-n2ncc3c(NC(C)c4ccccc4)ncnc32)cc1 (stereo not given)
→ 4%	70
CCCCCN1C(C(=O)c2ccccc2)=C(NC(C)=O)c2ccccc2S1(=O)=O
→ -7%	-70*
CC(=O)N1CCc2cc(S(=O)(=O)NC(Cc3ccccc3)C(=O)Nc3ccc(Cl)cc3)ccc21 (stereo not given)
→ 2%	-16
COc1ccc(Cn2c(CNC(=O)Cc3cccc([N+](=O)[O-])c3)nc3cccnc32)cc1
→ 5%	u
CCc1ccc(NC(=O)Cn2c(=O)nc(-c3ccccc3F)c3cc(Cl)ccc32)cc1
→ 9%	29
COc1ccc(CNC(=O)CCCCCn2c(=O)[nH]c3ccccc3c2=O)cc1
→ 8%	30
CC(C)c1ccc(N(CC(=O)O)S(=O)(=O)c2ccc3[nH]c(=O)c(=O)[nH]c3c2)cc1
→ 7%	29
O=C(CC1N=C2c3ccccc3N=C(SCc3ccccc3Cl)N2C1=O)NC1CCCCC1 (stereo not given)
→ 4%	11
Cc1cccc(CC(=O)NCCc2sc3nc(-c4ccc(F)cc4)nn3c2C)c1
→ -4%	-1
Cc1ccsc1CN(C(=O)c1oc2ccccc2c1C)C1CCS(=O)(=O)C1 (stereo not given)
→ 10%	-22
CCSc1nc(-c2ccccc2OC)nc2c1Cc1c(CO)cnc(C)c1O2
→ 4%	-35
Cc1c(C)n(Cc2ccc(Cl)cc2)c2ccc(C(=O)N3CCN(c4ccccc4F)CC3)cc12
→ -1%	0
O=C(Nc1ccc(Cl)cc1F)c1oc(=O)c2ccccc2c1-c1ccccc1
→ 1%	u
COc1ccccc1N1CCN(S(=O)(=O)c2c(C)nc3sc(C)c(C)n3c2=O)CC1
→ 16%	5
CN(C(=O)CSc1nc2ccc(NC(=O)c3ccccc3)cc2s1)c1ccccc1
→ -4%	-20
CCOc1ccccc1C1Nc2ccccc2-c2nnc(SCc3ccccc3)nc2O1 (stereo not given)
→ 12%	15
Cc1ccc2c(c1)C(c1ccc(F)cc1)N(C(=O)c1cccc(C(F)(F)F)c1)CC(=O)N2 (stereo not given)
→ -5%	-107*
COc1ccc2nc3sc(C(=O)Nc4cc(Cl)c(OC)cc4OC)cc3cc2c1
→ 6%	-9
CC(C)c1ccc(OCC(O)CN2CCN(c3ccc(F)cc3)CC2)cc1 (stereo not given)
→ -4%	-25
CCOc1cc(C(=O)Nc2ccc3oc(-c4ccc(F)cc4Cl)nc3c2)cc(OCC)c1OCC
→ -1%	-35
O=c1c(N2CCc3ccccc3C2)csc2ccc(Cl)cc12
→ -5%	0
CCOc1ccc(NC(=O)Cn2c(CCC(=O)O)ccc2-c2ccc(Cl)cc2)cc1
→ 4%	-2
Cc1nn2c(C(F)(F)F)cc(-c3ccc(OC(C)C)cc3)nc2c1C#N
→ 21%	17
O=C(OCc1cc(=O)n2nc(C3CC3)sc2n1)c1ccc(F)cc1
→ 17%	14
Cc1ccsc1CCN1C(=O)N(c2ccc(F)cc2)C(=O)C1CC(=O)Nc1ccccc1 (stereo not given)
→ -1%	-9

Reformatted: results already given.
Molecule	AmpC detergent	HCMV antiviral
Cc1oc2ccc(O)c(CN3CCN(C)CC3)c2c1C(=O)Nc1cccc(Cl)c1C	4%	1
COc1cccc(CNC(=O)c2cc(-c3ccc(Cl)cc3)n[nH]2)c1	-5%	-14

Other entries:
Each structure is followed by: AmpC detergent	HCMV antiviral
COc1cc(NC(=O)c2cc(-c3ccc(Cl)c(Cl)c3)on2)cc(OC)c1OC
→ 12%	-18
Cc1ccc(C(=O)NCCn2c(C)cc3ccccc32)cc1C
→ 24%	-69*
Cc1nnc2c3ccccc3nc(Nc3ccccc3C(=O)O)n12
→ 5%	3
CC(=O)c1c(C)oc2ccc(N(C(=O)Oc3ccccc3)S(=O)(=O)c3ccc(Br)cc3)cc12
→ -8%	11
COc1ccc(Cl)cc1CNCCSc1nnnn1-c1ccccc1
→ 1%	-6
O=C(c1cc2c(s1)-c1ccccc1OC2)N1CCN(c2ccc(F)cc2)CC1
→ 22%	-31
CCCn1cc(S(=O)(=O)c2cccc(Cl)c2)c(=O)c2cc(F)c(N3CCOCC3)cc21
→ 15%	u
O=C(O)c1ccc(Nc2nc(-c3ccccc3)c3cc(Br)ccc3n2)cc1
→ -2%	28
Cc1ccc(NC(=O)C2CCCN(S(=O)(=O)c3c(C)n[nH]c3C)C2)cc1C (stereo not given)
→ 0%	14
Cc1cccc(C(=O)Nc2c(C(=O)N3CCN(c4ccc(F)cc4)CC3)oc3ccccc23)c1
→ 4%	-21
CCC(=O)N1CCc2cc(Br)cc(S(=O)(=O)CCC(=O)Nc3cccc(C)c3C)c21
→ 15%	21
COc1ccc(Cn2c(C(=O)O)c(CNCCc3ccccc3Cl)c3ccc(C)cc32)cc1
→ -2%	-105*
COc1ccc2[nH]c3c(c2c1)CCN(C(=O)c1cccc(Cl)c1)C3c1ccc(F)cc1 (stereo not given)
→ -3%	-73*
COc1cc(CN(C(=O)COc2ccccc2Cl)c2ccccn2)cc(OC)c1OC
→ 15%	26
COc1ccc(S(=O)(=O)c2cn(C)c3ccc(C)cc3c2=O)cc1
→ 6%	2
CCc1cccc(C)c1NC(=O)CN1C(=O)c2cccc3cccc1c23
→ 18%	-9
COc1cccc(C2NC(=O)c3n[nH]c(-c4cccs4)c32)c1 (stereo not given)
→ 0%	12
CCOc1ccc(C(=O)NCc2ccc3c(c2)CCN3C(=O)c2ccccc2)cc1
→ 11%	-32
CCN(C(=O)Cn1c(C(=O)OC)cc2oc3ccccc3c21)c1cccc(C)c1
→ 14%	-16
CC(C)c1cnc2c(c1SCC(=O)O)c(=O)n(C)c(=O)n2C
→ -3%	36

A draw from above in order of count of non-hydrogen atoms, lowest first.
Each structure is followed by: AmpC detergent	HCMV antiviral
Cc1nnc2c3ccccc3nc(Nc3ccccc3C(=O)O)n12
→ 5%	3
CCc1cccc(C)c1NC(=O)CN1C(=O)c2cccc3cccc1c23
→ 18%	-9
Cc1ccc(NC(=O)C2CCCN(S(=O)(=O)c3c(C)n[nH]c3C)C2)cc1C (stereo not given)
→ 0%	14

Grouped by structure: those above with a tert-butyl group.
Each structure is followed by: AmpC detergent	HCMV antiviral
Cc1csc2nc(COC(=O)c3ccccc3NC(=O)c3ccc(C(C)(C)C)cc3)cc(=O)n12
→ 2%	u
CC(C)(C)c1ccc(S(=O)(=O)c2cn(CC(=O)Nc3ccccc3)c3ccccc3c2=O)cc1
→ 7%	29

Next section.
Each structure is followed by: AmpC detergent	HCMV antiviral
COc1ccc(NC(=O)CSc2nc3ccccc3[nH]2)cc1
→ 6%	3
CCc1ccc(C2C(C(=O)Nc3ccccc3C)=C(C)Nc3nc(SCc4cccc(OC)c4)nn32)cc1 (stereo not given)
→ 9%	12
Cc1ccc(Sc2c(C(=O)NCc3ccccc3C)[nH]c3ccccc23)cc1
→ 4%	8
Cc1cc(C)n(C(C)CC(=O)NCc2ccc(N(C)C)cc2)n1 (stereo not given)
→ -5%	8
COc1cc(NC(=O)Cn2cc(C(=O)c3ccc(F)cc3)c(=O)c3ccc(C)nc32)cc(OC)c1
→ -5%	u
Cc1nnc(N2CCC(C(=O)NCc3cccc(Cl)c3)CC2)c2nn(-c3ccccc3)c(C)c12
→ 1%	-103*
CCOC(=O)c1cc(-c2ccc(C)cc2)n(CC(=O)Nc2ccccc2F)c1C
→ 2%	-82*
Cc1cnc2c(c1SCC(=O)Nc1ccc(F)cc1F)c(=O)n(C)c(=O)n2C
→ 3%	22
Cc1ccc(NC(=O)Cn2c(=O)n(Cc3nc(-c4ccccc4)no3)c(=O)c3cc4c(cc32)OCO4)c(C)c1
→ -1%	14
CCc1ccc(NC(=O)CN(c2ccc(Cl)cc2)S(=O)(=O)c2ccsc2C(=O)OC)cc1
→ 7%	6
Cc1cccc(OCc2cc(=O)n3c(-c4ccccc4)csc3n2)c1C
→ 0%	-103*
CCOC(=O)COc1ccc(C)cc1C(=O)c1ccn2nc(-c3ccc(F)cc3)cc2n1
→ -2%	-6
Cc1ccc(NC(=O)CC2Oc3ccccc3NC2=O)cc1C (stereo not given)
→ 16%	175
Cc1ccc(CNC(=O)c2cnc(N3CCCCC3)c3ccccc23)cc1
→ 0%	10
CCOC(=O)c1ccc(NC(=O)c2c(NCc3cc(OC)c(OC)cc3OC)sc3c2CCCC3)cc1
→ 4%	-21
CCCCc1ccc(NC(=O)CSc2nnc3[nH]c(=O)cc(C)n23)cc1
→ 4%	3
COC(=O)c1ccc(OCC2c3cc(OC)c(OC)cc3CCN2C(=O)C(C)C)cc1 (stereo not given)
→ 3%	12
CCOc1ccc(CCNC(=O)c2cc3c(=O)n(CC)c4ccccc4c3s2)cc1OCC
→ -5%	2
Cc1ccc2nc(Cl)c3cc(C(=O)NCCCN4CCC(C)CC4)sc3c2c1
→ 0%	5
COc1ccc(-c2nc3cc(NC(=O)Cc4ccc(Cl)cc4)ccc3o2)cc1OC
→ -3%	-94*
COc1cc(NC(=O)Cn2cc(S(=O)(=O)N3CCC(C)CC3)c3ccccc3c2=O)cc(OC)c1OC
→ 13%	-12
